# Screening results from PubChem.
# KDM5B inhibitor – inhibitors of human KDM5B histone demethylase; Q9UGL1; KDM5B demethylase, FDH-coupled NADH fluorescence (FDH is formaldehyde dehydrogenase); Potency, µM (top dose mostly 57.7 µM), inactives show at the highest dose activity change, negative = inhibition, most hits filed as inhibitors; actives 2.6% (n = 220,000); AID 1347165; active means well fitted inhibition curve with a large enough effect; inconclusive means small, poorly fitted or top-dose-only effect; inactive means no such curve, though single readings can be large or run the other way; further: 0% is about no effect; nearly all actives have a fitted effect of over 70% in size
# Target sequence (Q9UGL1 whole entry, looked up): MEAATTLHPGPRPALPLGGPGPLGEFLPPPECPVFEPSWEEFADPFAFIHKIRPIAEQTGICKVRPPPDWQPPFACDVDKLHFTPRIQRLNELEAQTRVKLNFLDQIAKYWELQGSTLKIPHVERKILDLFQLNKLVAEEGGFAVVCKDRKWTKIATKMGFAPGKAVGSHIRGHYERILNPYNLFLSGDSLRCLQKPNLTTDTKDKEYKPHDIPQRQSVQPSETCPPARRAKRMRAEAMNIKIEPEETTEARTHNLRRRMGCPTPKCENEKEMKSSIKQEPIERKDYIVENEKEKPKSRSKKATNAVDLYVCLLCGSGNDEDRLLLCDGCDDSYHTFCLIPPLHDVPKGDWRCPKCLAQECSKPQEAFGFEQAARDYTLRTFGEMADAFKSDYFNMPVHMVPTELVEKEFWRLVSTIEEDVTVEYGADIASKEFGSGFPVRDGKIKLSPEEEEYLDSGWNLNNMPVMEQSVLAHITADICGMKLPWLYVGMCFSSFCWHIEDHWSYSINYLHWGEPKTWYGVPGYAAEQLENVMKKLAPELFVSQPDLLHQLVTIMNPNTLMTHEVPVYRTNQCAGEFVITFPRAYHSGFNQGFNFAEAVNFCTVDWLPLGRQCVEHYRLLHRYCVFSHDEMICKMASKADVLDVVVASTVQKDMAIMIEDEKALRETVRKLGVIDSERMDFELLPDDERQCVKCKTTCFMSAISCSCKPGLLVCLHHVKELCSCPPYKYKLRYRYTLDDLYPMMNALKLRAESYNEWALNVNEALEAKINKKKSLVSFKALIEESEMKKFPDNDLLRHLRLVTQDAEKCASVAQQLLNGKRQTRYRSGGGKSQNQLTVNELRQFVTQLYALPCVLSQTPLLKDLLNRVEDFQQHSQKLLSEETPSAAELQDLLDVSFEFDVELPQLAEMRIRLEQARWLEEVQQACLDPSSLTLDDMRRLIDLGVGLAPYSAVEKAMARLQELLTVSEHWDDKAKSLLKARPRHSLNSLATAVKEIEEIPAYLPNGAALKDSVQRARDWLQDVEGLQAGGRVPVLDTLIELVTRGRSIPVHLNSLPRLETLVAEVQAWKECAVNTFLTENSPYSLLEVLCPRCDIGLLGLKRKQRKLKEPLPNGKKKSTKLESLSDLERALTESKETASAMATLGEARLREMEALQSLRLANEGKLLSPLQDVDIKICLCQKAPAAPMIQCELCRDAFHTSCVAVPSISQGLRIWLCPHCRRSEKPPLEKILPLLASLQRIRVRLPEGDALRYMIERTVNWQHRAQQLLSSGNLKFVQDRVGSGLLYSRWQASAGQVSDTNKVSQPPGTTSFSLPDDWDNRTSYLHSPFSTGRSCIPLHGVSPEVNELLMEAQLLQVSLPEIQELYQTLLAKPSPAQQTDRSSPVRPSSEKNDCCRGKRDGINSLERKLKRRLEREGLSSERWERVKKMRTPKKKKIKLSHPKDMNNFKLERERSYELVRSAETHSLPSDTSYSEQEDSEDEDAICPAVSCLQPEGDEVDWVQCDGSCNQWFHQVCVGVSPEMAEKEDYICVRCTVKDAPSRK
#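 Inhibition is measured as reduced NADH fluorescence generation from FDH coupling to formaldehyde release. Truncated KDM5BΔAP at 200 nM final acts on H3K4me3 peptide (12.5 µM in substrate mix) in pH 7.5 HEPES buffer with Tween-20, 30 min, room temperature.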
# Numbers without * were called inactive; i = inactive; ? = inconclusive; & = joins results of further samples; [ ] = another dose, or the depositor's remark. Potency means the concentration at half of the fitted maximal effect.
KDM5B inhibitor,Structure
13%,COc1ccccc1-c1noc(CCCC(=O)Nc2ccc(C(N)=O)cc2)n1
?,Cc1ccc(N/N=C/C=C/c2ccco2)cc1
-1%,O=C(COc1ccc(Cl)cc1)OCc1cc(=O)n2nc(C3CCCCC3)sc2n1
-3%,OC(c1cc(-c2ccc(C(F)(F)F)cc2)nc(C(F)(F)F)c1)C1CCCCN1 (stereo not drawn)
6%,O=C(Cc1ccc(F)cc1)N1CCN(C(=O)c2nnn3c2COC(c2ccc(F)cc2)C3)CC1 (stereo not drawn)
42%[activator],CN(C)C(=O)N1CCN(C(=O)c2noc3c2CCCC3)[C@H]2CS(=O)(=O)C[C@H]21
?,COc1ccc(CN2C(=O)CO[C@H]3CN(C(C)C)C[C@H]32)cc1
8%,O=C(NCCN1CCN(c2ccccc2)CC1)Nc1ccc(Cl)cc1

# Following part.
KDM5B inhibitor,Structure
?,Cc1cc(C)c(C(=O)N2CCOC(Cc3ccc(F)cc3)C2)o1 (stereo not drawn)
?,Cc1ccc(NC(=O)c2ccc(OCc3c(C)noc3C)cc2)cc1C
9%,CCc1nnc(NC(=O)CN2CCN(c3cccc(C)c3C)CC2)s1
-11%,CC(C)n1ncc2cc(C(=O)NCc3ccccc3OC(F)(F)F)cnc21
1%,CCOc1ccc(C2CC(=O)Nc3c2c(C)nn3CC(=O)O)c(OCC)c1C (stereo not drawn)
-5%,CCN1CC(c2ccccc2)CC2(CCN(C(=O)COC)CC2)C1 (stereo not drawn)
-11%,COc1cc(/C=C(/C#N)c2nc3ccccc3[nH]2)ccc1OCc1ccccc1
-11%,Cn1ccnc1C(=O)N1CCC(N2C(=O)C3(CCCCC3)C2c2ccncc2)CC1 (stereo not drawn)

# The listing continues.
KDM5B inhibitor,Structure
-1%,O=C(NCc1ccccn1)C1CCN(Cc2cc3n(n2)CCCNC3)CC1
-28%,COc1cccc(-n2c(SCC(=O)Nc3c(C)cc(C)cc3C)nc3c([nH]c4ccccc43)c2=O)c1
?,COc1ccc2nc(-n3ncc4c3NC(=O)CC4c3cccc(O)c3)sc2c1 (stereo not drawn)
?,Cc1c2c(=O)n(-c3ccc(Cl)cc3)[nH]c2cc(=O)n1Cc1ccc(Cl)cc1
?,Cc1nnn2c(C(=O)N3CCOCC3)cccc12
?,Cc1oc(-c2cccc(Cl)c2)nc1CS(=O)(=O)CC(=O)NC(C)CCc1ccccc1 (stereo not drawn)
0%,COc1cc(OC)c(NC(=O)c2c(C)oc3ncnc(N4CCCCC4)c23)cc1Cl
25%,Nc1ccc(C(F)(F)F)c(C(F)(F)F)c1

# Next part
KDM5B inhibitor,Structure
23%,Cc1ccc(NC(=O)CS(=O)CC(=O)Nc2cnc3ccccc3c2)cc1Cl (stereo not drawn)
-9%,Cc1nc(NCCNS(C)(=O)=O)cc(C2CC(O)C2)n1 (stereo not drawn)
-20%,CC(C)(C)C(=O)/C(C#N)=C/c1ccccc1OCc1ccc(Cl)cc1
20%,O=C(Nc1ccccc1)c1cc2cc(Cl)ccc2[nH]1
-26%,COc1ccc(CN2CCNC(=O)C2CC(=O)NCCCC2CCCC2)c(F)c1 (stereo not drawn)
10%,COC(=O)C(Cc1c[nH]c2ccccc12)NC(=O)c1cccs1 (stereo not drawn)
?,O=C(NC1CCCC1)N1CCCC(c2nn[nH]n2)C1 (stereo not drawn)
-24%,CC(C)NC(=O)Nc1ccc(CNC(=O)c2nccnc2N)cc1

# Not a retest: entries from further up.
KDM5B inhibitor,Structure
-26%,COc1ccc(CN2CCNC(=O)C2CC(=O)NCCCC2CCCC2)c(F)c1 (stereo not drawn)
10%,COC(=O)C(Cc1c[nH]c2ccccc12)NC(=O)c1cccs1 (stereo not drawn)
?,O=C(NC1CCCC1)N1CCCC(c2nn[nH]n2)C1 (stereo not drawn)
-24%,CC(C)NC(=O)Nc1ccc(CNC(=O)c2nccnc2N)cc1

# Next part
KDM5B inhibitor,Structure
28µM*,COc1ccc(-c2cnc3n[nH]c(-c4ccc(F)cc4C)c3n2)cn1
?,COc1ccccc1Cn1c(CNS(=O)(=O)c2cccc([N+](=O)[O-])c2)nc2cccnc21
-11%,Cc1cc(/C=C2\SC(=S)N(C)C2=O)c(C)n1-c1ccccc1O
2%,COc1ccc(CCC(=O)N2CCCC(n3cc(-c4nc(-c5ccccc5)no4)nn3)C2)cc1 (stereo not drawn)
2%,Cc1ccc(C)c(NC(=O)c2cnc(N3CCCCC3)c3ccccc23)c1
i,Cc1nc(-c2cc3ccc(OCC(=O)NC(CO)C(C)C)cc3oc2=O)cs1 (stereo not drawn)
?,COc1ccc(C(C[N+](=O)[O-])c2c(C)[nH]n(-c3ccccc3)c2=O)cc1 (stereo not drawn)
9%,O=S(=O)(NCc1ccccc1Cn1cccn1)c1ccccc1C(F)(F)F

# Next section:
KDM5B inhibitor,Structure
?,Cn1c([C@H]2CCN(C3CCOCC3)C2)nc2ccccc21
-17%,Cc1nc(-c2c3n(c(=O)n(CC(=O)Nc4ccc(C)c(C)c4)c2=O)CCCC3)no1
17%,OCCCCCCCCCCCN1CCCCC1
-3%,CCOCc1nc(C2CCCN(C(=O)Cc3ccc(OC)cc3)C2)no1 (stereo not drawn)
?,O=c1cc(-c2ccccc2)n2c(SCc3ccccc3)nnc2[nH]1
17%,COc1cccc(NC(=O)N2CCC(N(C)S(C)(=O)=O)CC2)c1
?,CCN(CC)c1cc(C)c2cc(NC(=O)c3ccc(OC)c(OC)c3)ccc2n1
-5%[86.2 µM],Cc1ccc(-c2cnc([C@@H]3COCCN3C3CCC3)[nH]2)cc1

# The list continues:
KDM5B inhibitor,Structure
?,Cc1nc2c(c(C)c1CCC(=O)NCCN1CCCC1)c(=O)n(C)c(=O)n2C
-32%,Cc1cc(C(=O)N[C@@H]2CN(Cc3ccccc3)C[C@H]2CO)c(C)o1
0%,N#CCN(C(=O)c1ccc2c(c1)OCCCO2)C1CC1
21%[149 µM],O=C1c2ccccc2CN1C1CCN(Cc2ccsc2)CC1
?,COc1cc(CNC(=O)c2ccc3c(c2)N(C)C2CCCN2C3=O)cc(OC)c1 (stereo not drawn)
-14%,N#Cc1ccc(S(=O)(=O)N2CCOCCNC(=O)[C@H]3CCCC[C@H]32)cc1
-12%,CC1CCN(CC2CCCN(C(=O)c3cnccn3)CC2)CC1 (stereo not drawn)
-13%[86.2 µM],Clc1cccc(CN2CC[C@H](c3nc4ncccc4[nH]3)C2)c1

# Five entries from above, sorted by the value under KDM5B inhibitor, smallest number first.
smiles	KDM5B inhibitor
Cc1nc(-c2c3n(c(=O)n(CC(=O)Nc4ccc(C)c(C)c4)c2=O)CCCC3)no1	-17%
Cc1nc(NCCNS(C)(=O)=O)cc(C2CC(O)C2)n1 (stereo not drawn)	-9%
CCOCc1nc(C2CCCN(C(=O)Cc3ccc(OC)cc3)C2)no1 (stereo not drawn)	-3%
O=C(COc1ccc(Cl)cc1)OCc1cc(=O)n2nc(C3CCCCC3)sc2n1	-1%
CCc1nnc(NC(=O)CN2CCN(c3cccc(C)c3C)CC2)s1	9%

# Next records.
KDM5B inhibitor,Structure
28µM*,O=C(NCc1ccc(F)cc1)c1ccc2nccn2c1
-27%,CC(C)CC(=O)Nc1ccc2nc(SCC(=O)N3CCCC3)sc2c1
12%,COc1cc(C2N=C(N)Nc3nc4ccccc4n32)ccc1OCC(=O)O (stereo not drawn)
-8%,CN1CCCN(C(=O)COc2ccc(Cl)cc2)c2ccccc21
?,CCOC(=O)c1c(-c2ccccc2)oc2ccc(OCC(=O)NNC(=O)CCCC(=O)O)cc12
3%,COc1ccc(C2Cn3nnc(-c4noc(COc5ccccc5)n4)c3CO2)cc1 (stereo not drawn)
11%,CC(CC(=O)c1ccc(Cl)cc1)CC(=O)c1ccc(Cl)cc1
21%,Cc1c(NC(=O)Nc2ccc(Cl)c(C(F)(F)F)c2)c(=O)n(-c2ccccc2)n1C

# Remaining list, next part:
KDM5B inhibitor,Structure
10%,COc1ccc(C(=O)Nn2c(CCC(=O)O)ccc2-c2ccc(Cl)cc2)cc1OC
13%,COc1ccc(NC(=O)N2CCC(NS(=O)(=O)c3cc(Cl)ccc3OC)CC2)cc1
-28%,COc1ccc(CN2C[C@@H](CO)[C@H](C3CCN(C(C)=O)CC3)C2)cc1OC
-14%,Cc1nn2c(=O)cc(COC(=O)c3ccc(NC(=O)COc4ccc(C)c(C)c4)cc3)nc2s1
-3%,COc1ccc(CNC(=O)c2ccc(CS(=O)(=O)c3ccccc3OC)o2)cc1
-24%,Nc1nccnc1C(=O)Nc1cccc(OCc2ccccn2)c1
?,Cc1cc(/C=C/C(=O)c2ccc(F)cc2)cc(C)c1O
-6%,COc1ccccc1CNC(=O)c1ccc2nc(Cc3ccccc3F)oc2c1

# Next records
KDM5B inhibitor,Structure
29%[86.2 µM],COc1cccc(CC(=O)N[C@@H]2CCC[C@@H](C(=O)NC3CC3)CC(=O)N(C)C2)c1
-1%,COc1ccc(C(=O)N2CCC3(CC2)NC(=O)N(Cc2ccccc2)C3=O)cc1
-15%,CCOC(=O)Cn1c(=O)n(CC2CCCO2)c2nc(-c3ccccc3OC)nc(C(N)=O)c21 (stereo not drawn)
-8%,CSc1c(CN2CCN(C)CC2)c2ccccc2n1C
35µM*,CN(c1ccccc1)c1ccc2c(n1)CN(Cc1ccccc1)C(=O)CO2
44%[activator],CN(C)C(=O)N1CCC(c2nc(C3CCOC3)n[nH]2)CC1 (stereo not drawn)
-14%,Cc1cccc(CCNC(=O)C2CCN(c3ncnc4c3nc3n4CCCCC3)CC2)c1
?,COc1ccc(N2C(=O)C3C(C2=O)C(C(=O)c2ccccc2)N2CCCC32)cc1 (stereo not drawn)

# Going on with the list:
KDM5B inhibitor,Structure
-9%,COc1ccccc1CC(=O)N1CCC(n2cc(-c3nc(C)no3)nn2)CC1
15%,Cc1ccc(CCC(=O)NCc2cccnc2)cc1
-33%,COCCn1c(C)cc(C(=O)N2CCCCCCNC(=O)CC2)c1C
22µM*,CN(C)C[C@@H]1CN(c2ncccn2)C[C@H]1NC(=O)Cc1ccccc1Cl
-5%,CCN(C(=O)Cn1c(=O)oc2cc(S(=O)(=O)N3CCCC3)ccc21)c1cccc(C)c1
-10%,COCCN1CC(Cc2ccccc2C(=O)NC(C)C)CC1=O (stereo not drawn)
-50%[149 µM],Cn1cccc1CN1CCCCC12Cc1ccccc1CNC2=O (stereo not drawn)
-30%,CCN(C(=O)c1cc2c(=O)oc3ccc(C)cc3c2s1)c1cc(OC)ccc1OC

# Next section
KDM5B inhibitor,Structure
?,COc1ccccc1CNc1nc(-c2ccco2)nn1S(=O)(=O)c1ccc2ccccc2c1
50%[activator],c1ccc(CSc2nnc(-c3c[nH]c4ccccc34)o2)cc1
?,COc1ccccc1OCC(=O)NNc1c2ccccc2nc2ccccc12
-10%,CCc1ccc(C(C)NC(=O)CSc2nc(CN3CCOCC3)nc3ccccc23)cc1 (stereo not drawn)
3%,Cc1cc(NC(=O)NCC(c2cccs2)N2CCCC2)no1 (stereo not drawn)
11%,Nc1ccc(SC(F)(F)F)cc1
-8%[86.2 µM],c1cncc(CNC[C@H]2COCc3nc4ccccc4n32)c1
-29%[86.2 µM],CN1[C@@H](CCC(=O)N2CCc3ccccc32)CNC(=O)[C@@H]2[C@H]1CCN2Cc1ccccc1

# More results:
KDM5B inhibitor,Structure
16%,CC(C)(C)c1ccc(C(CC(=O)O)NC(=O)c2cccc(F)c2)cc1 (stereo not drawn)
-9%,Cc1cc(-c2nnc(CCC(=O)NCc3cc(F)cc(C(F)(F)F)c3)o2)no1
12%,CCC(C)NC(=O)C1CCN(C(=O)c2ccc(-n3ccc4ccccc43)s2)CC1 (stereo not drawn)
11%,Cc1ccc(/C=N/Nc2ccc(S(N)(=O)=O)cc2[N+](=O)[O-])s1
-4%,COc1ccc(NC(=O)C2C3C=CC4(O3)C2C(=O)N(CCN2CCCCC2)C4C(=O)NC2CCCC(C)C2C)cc1 (stereo not drawn)
12%,CS(=O)(=O)Nc1ccc(C2(C(=O)NCc3ccc(F)cc3Cl)CCCCC2)cc1
15%,COc1ccccc1C(=O)c1nc2ccccc2n1C
1%,N#Cc1ccc(CS(=O)(=O)Cc2ccccc2C(F)(F)F)cc1

# (continued)
KDM5B inhibitor,Structure
6%,CCOC(=O)N1CCN(S(=O)(=O)N2CCCC(C(=O)NCc3cccc(OC)c3)C2)CC1 (stereo not drawn)
-8%,COc1cccc(CNC(=O)CCCn2ncn3c(cc4occc43)c2=O)c1OC
6%,CCC(=O)N1CCCc2cc(S(=O)(=O)N3CCC(C(=O)Nc4ccc(F)c(F)c4)CC3)ccc21
-10%,N#Cc1ccc(COc2ccc(-n3cnnn3)cc2)c(F)c1
-18%[86.2 µM],N#Cc1cccc(CN2CCOC[C@H]2c2ncc(-c3ccc(C(F)(F)F)cc3)[nH]2)c1
?,CCCCN(C(=O)Nc1ccc(OCC)cc1)C1CCN(C(C)=O)CC1
-22%,CC(=O)c1cccc(CN2CCC(C(=O)Nc3cccc(-c4ccn[nH]4)c3)CC2)c1
-9%,Cc1ccc(C(=O)N2CCC(Oc3ccc(C(=O)N4CCOCC4)cn3)CC2)cc1

# Remaining list, next part.
KDM5B inhibitor,Structure
6%,C/C(=N/Nc1cccc([N+](=O)[O-])c1)c1ccccn1
-7%,O=C(c1cccs1)N1CCCCCC1c1nc(C2CC2)no1 (stereo not drawn)
-12%,CCOC(=O)c1ccc(NS(=O)(=O)c2cn(C)c(C)n2)cc1
0%,COc1cc(NC(=O)c2ncn(-c3ccccc3)n2)cc(OC)c1
-9%,CC(=O)N(C1CC1)C1CCOC2(CCN(C(=O)Nc3ccccc3)CC2)C1 (stereo not drawn)
3%&-22%,Cc1ccccc1C1C=C(c2ccc(Cl)cc2)Nc2nnnn21 (stereo not drawn)
14%,O=C(Cn1ncc2c(=O)oc3ccccc3c21)N1CCN(c2ccc(Cl)cc2)CC1
-10%,Cc1cnn(C(C)c2nc(-c3ccc(C)nn3)no2)c1 (stereo not drawn)

# These rows are one share of the data, so the mix of outcomes need not match the whole.
